# M. tuberculosis: growth inhibition of non-replicating M. tuberculosis (AID 488890). 320,000 tested, 0.39% active. Mycobacterium tuberculosis non-replicating, growth inhibition; higher % means a stronger effect. one-dose inhibition, % at 25 µM; IC50 in µM for titrated hits; in the data active means a potency from the dose series; inconclusive means inhibition mostly from about 82% at the one dose, without a potency; inactive means the rest, 99 in 100 with inhibition below about 76%;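 further: plate controls were DMSO cells for no effect and high antibiotic wells for full effect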
# M. tuberculosis HTS: M. tuberculosis growth inhibition, HTS (AID 449762) | M. tuberculosis H37Rv growth inhibition, 7H9 media; higher % means a stronger effect | inhibition, % at 25 µM, or IC50 in µM where a hit was titrated | 330,000 tested, 0.59% active; in the data active means a potency from the dose series; inconclusive means inhibition above about 70% without an active follow-up result;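 further: bacterial growth assessed after seven days of incubation; strong numbers were not always called active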
# Salmonella PhoP GFP: PhoP regulon inhibitors, Salmonella typhi PhoP promoter GFP reporter, confirmatory (AID 1850); Salmonella Typhi PhoP-promoter GFP reporter, fluorescence, 4 h; higher % means a stronger effect; one-dose inhibition, % at 50 µM; IC50 in µM for titrated hits; 310,000 tested, 0.33% active; in the data active means a potency from the dose series; inconclusive means inhibition mostly from about 25% at the one dose, without a potency; inactive means the rest, 99 in 100 with inhibition below about 19%;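 further: 0% = induced wells with vehicle and 100% = uninduced wells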
# VEEV TC-83 Vero: inhibitors of VEEV TC-83 cytopathic effect, confirmation, Vero cells (AID 588727); Vero cells, VEEV TC-83 cytopathic effect inhibition; higher % means a stronger effect; one-dose inhibition, % at 20 µM; IC50 in µM for titrated hits; 350,000 tested, 0.13% active; in the data active means a potency from the dose series; inconclusive means inhibition mostly from about 14% at the one dose, without a potency; inactive means the rest, 99 in 100 with inhibition below about 12%; further: strong numbers were not always called active
# H1N1 NS1A inhibition: H1N1 influenza NS1A inhibitors, functional cell based assay (AID 504329); 340,000 tested, 0.3% active; inhibition, % at 12.5 µM, or IC50 in µM where a hit was titrated; NS1A functional cell-based assay, percent inhibition; higher % means a stronger effect; in the data active means a potency from the dose series; inconclusive means inhibition above about 27% without an active follow-up result; further: strong numbers were not always called active
# VEEV TC-83 Vero 10K pilot screen: also measured in VEEV TC-83 Vero; calls as there; inhibition, %; measured here: 10K pilot screen inhibition
# The depositor's hits bear a star; i = inactive; ? = inconclusive; nt = not tested or not shown.
SMILES,M. tuberculosis,M. tuberculosis HTS,Salmonella PhoP GFP,VEEV TC-83 Vero,H1N1 NS1A inhibition,others
O=C1C(Cl)=C(NCCCN2CCOCC2)C(=O)N1CCc1ccccc1,-3%,2%,4%,1.4%,-6%,
CC1=NN(C(=O)c2csc(C)c2C)C(O)(C(F)(F)F)C1 (stereo not drawn),0.4µM*,2%,-2%,i,-4%,
NC(=O)CSc1nc(-c2ccccc2)nc2ccccc12,-11%,7%,-2%,i,23%,
CCOC(=O)C1CCN(S(=O)(=O)c2ccc3c(c2)CCN3C(C)=O)CC1,-5%,0%,5%,i,0%,
Cc1ccc(S(=O)(=O)Nc2ccc(N3CCOCC3)cc2)cc1,1%,-16%,-14%,1.8%,2%,
O=C1CN(C(=O)c2ccc(F)cc2)c2ccccc2N1,-4%,-2%,4%,i,-10%,
COc1ccc(CN2CCN(Cc3c[nH]c4ccccc34)CC2CCO)cc1C (stereo not drawn),49%,3%,-2%,i,-6%,
CCc1ccc(Nc2ncc3c(n2)CC(C)CC3=O)cc1 (stereo not drawn),5%,2%,-3%,i,1%,
CO/N=C/c1ccc(Sc2ccccc2N)c([N+](=O)[O-])c1,29%,1%,-4%,4.5%,7%,
O=[N+]([O-])c1cccc(-c2nnc(C34CC5CC(CC(C5)C3)C4)o2)c1,7%,0%,-2%,2.2%,7%,
O=C(CCCCCn1c(=S)[nH]c2ccccc2c1=O)N1CCC2(CC1)OCCO2,-3%,-7%,5%,4.0%,2%,
CC(C)(C)C1=CC(O)(c2ccccc2)C=C(C(C)(C)C)C1=O,-1%,13%,-3%,0.2%,-2%,
CC1CCC2(CC1)NC(=O)N(NC(=O)c1ccc(OC(C)C)cc1)C2=O (stereo not drawn),nt,nt,nt,8.8%,-2%,
O=C(NC1CCCCC1)C(c1ccco1)N(C(=O)c1csnn1)c1cccc(F)c1 (stereo not drawn),5%,1%,13%,i,11%,
COC(=O)C1=C(CN2CCc3ccccc32)NC(=O)NC1c1cc(C)ccc1C (stereo not drawn),29%,1%,-8%,4.1%,-2%,
CC(NC(=O)c1cccs1)C(c1cccs1)N1CCN(Cc2ccccc2)CC1 (stereo not drawn),23%,4%,6%,7.7%,-6%,
COc1cc(CNCCCCO)ccc1OCc1ccccc1F,9%,-4%,-6%,i,-8%,
c1coc(-c2cc(C3CCNCC3)[nH]n2)c1,1%,-10%,11%,1.0%,10%,
CC(C)c1nnc(SCC(=O)N2CCc3ccccc32)n1N,0%,-2%,2%,i,8%,
COc1ccc(N2CCN(C(=O)CCc3ccc(S(=O)(=O)NCC(C)C)cc3)CC2)cc1,26%,0%,1%,0.4%,7%,
Cc1ccc(NC(=O)CCSc2nnc3ccccn23)cc1,-2%,6%,-5%,0.7%,17%,
CC(=O)Nc1nc2ccccc2[nH]1,-7%,-3%,7%,0.7%,-7%,
Cc1cc(C(=O)NP(=O)(N2CCOCC2)N2CCOCC2)c(C)n1-c1ccc(Br)cc1,27%,0%,4%,i,-4%,
CCCCOc1ccc(C(=O)Oc2cc(C)[nH]c(=O)c2[N+](=O)[O-])cc1,30%,1%,1%,i,-6%,
Cc1cccc(/N=C/c2ccccn2)n1,1%,-14%,-3%,i,0%,
COc1ccccc1Nc1ncnc2c1cnn2-c1cccc(C)c1,10%,-5%,-14%,3.8%,-1%,
O=[n+]1c2c(n([O-])c3cc(Cl)ccc31)CCCC2,-5%,-3%,-4%,1.3%,-10%,
COc1ccc(CNC(=O)C2CCCN(S(=O)(=O)c3ccc(F)cc3)C2)cc1 (stereo not drawn),12%,7%,11%,4.4%,-11%,
O=C(CCN1CCN(Cc2ccccc2)CC1)Nc1ccccc1Cl,19%,0%,-1%,1.4%,-14%,
CCOc1ccc(NC(=O)CC2C(=O)N(c3ccc(OC)c(Cl)c3)C(=S)N2C2CC2)cc1 (stereo not drawn),-2%,-2%,1%,7.0%,-5%,

# Fetched by compound from above, 2 records:
SMILES,M. tuberculosis,M. tuberculosis HTS,Salmonella PhoP GFP,VEEV TC-83 Vero,H1N1 NS1A inhibition,others
COc1ccc(CNC(=O)C2CCCN(S(=O)(=O)c3ccc(F)cc3)C2)cc1 (stereo not drawn),12%,7%,11%,4.4%,-11%,
CC(=O)Nc1nc2ccccc2[nH]1,-7%,-3%,7%,0.7%,-7%,

# Next part.
SMILES,M. tuberculosis,M. tuberculosis HTS,Salmonella PhoP GFP,VEEV TC-83 Vero,H1N1 NS1A inhibition,others
COC(=O)c1cc(CNC(=O)c2cccc(Cl)c2)ccc1OC,5%,-1%,-10%,i,-6%,
COc1cc2c(cc1OC)CC(=O)NC=C2,4%,-3%,4%,0.4%,-3%,
CCCN1C(=O)/C(=C/c2ccc(C)s2)NC1=S,44%,-4%,-6%,4.8%,8%,
CC(C)N(Cc1nc(-c2ccccc2)no1)C(=O)COc1ccccc1,19%,-8%,2%,0.9%,-5%,
CN(C)Cc1c(O)c(Cl)cc2c3c(c(=O)oc12)CCCC3,4%,-1%,-24%,6.1%,8%,
Clc1ccc(OCCN2CCCCC2)c(Cl)c1,10%,0%,7%,2.6%,-5%,
CN(Cc1ccc(OCC(O)CN2CCCCC2)cc1)Cc1ccnc2ccccc12 (stereo not drawn),nt,nt,nt,i,-1%,
COCCNc1oc(-c2ccco2)nc1S(=O)(=O)c1ccccc1,25%,1%,4%,3.2%,16%,
O=C(NC(Cc1ccccc1)C(=O)NC1CC1)OCc1ccccc1 (stereo not drawn),-2%,0%,13%,i,-1%,
O=C(CN(CC1CCCO1)C(=O)CNS(=O)(=O)c1ccc(Cl)cc1)NCc1ccccc1 (stereo not drawn),6%,0%,18%,1.0%,-6%,
Cc1ccc(NC(=O)COC(=O)c2ccccc2Nc2ccccc2)cc1,24%,-1%,-5%,0.9%,-10%,
Cc1cc(C)c2nc(N3CCC(C(=O)NCc4ccccn4)CC3)sc2c1,31%,7%,-1%,0.0%,6%,
CCN1C(=O)C(O)(CC(=O)c2cccc(-n3cccc3)c2)c2ccccc21 (stereo not drawn),13%,18%,-2%,1.0%,17%,
CCS(=O)(=O)Nc1c(C(=O)O)[nH]c2ccccc12,4%,-7%,8%,3.1%,1%,
O=C(COC(=O)c1cc(=O)[nH]c(=O)[nH]1)Nc1cccc(S(=O)(=O)N2CCCCC2)c1,9%,20%,18%,0.5%,-10%,
CN(C)S(=O)(=O)c1ccc(C(=O)OCC2CC2(Cl)Cl)cc1 (stereo not drawn),?,36%,-5%,0.5%,-5%,
O=C(CCNC(=O)C1CCN(S(=O)(=O)c2ccccc2)CC1)NCCc1ccc(Cl)cc1,nt,-2%,-9%,0.3%,0%,
O=C(OCC#CCSc1nnc(-c2ccc(Br)cc2)o1)c1ccco1,?,?,-3%,3.4%,-10%,
CC(C)n1cnc2c(NCc3ccccc3)cc(OCC3CCN(C)CC3)cc21,61%,4%,nt,i,11%,VEEV TC-83 Vero 10K pilot screen=2.1
COc1ccc(Cl)cc1CN1CCOCC1,2%,-5%,11%,0.7%,-5%,
Oc1ccc(Cl)cc1CNCc1ccc(F)cc1,i,5%,4%,0.6%,0%,
O=C(NCC1(O)CCCCC1)C1CCC(=O)N(CCc2ccccc2)C1 (stereo not drawn),-3%,-4%,-3%,1.9%,-9%,
Cc1ccc(S(=O)(=O)Cn2nnnc2C(c2ccc(F)cc2)N2CCCCC2)cc1 (stereo not drawn),6%,2%,5%,0.8%,-1%,
CCOC(=O)c1csc(N/N=C2\CCCc3ccccc32)n1,24%,58%,-12%,8.6%,-3%,
Oc1ccc(C(=S)N2CCCCCC2)cc1,-1%,-1%,-14%,5.5%,-8%,
CCOc1ccc(CCNC(=O)c2c(C)nn(-c3ccccc3)c2Cl)cc1OCC,16%,-3%,-3%,6.4%,-4%,
COc1ccccc1/C=N/NC(=O)c1cccc(NC(=O)c2ccccc2C)c1,10%,-3%,9%,0.5%,12%,
COc1ccc(-c2nc(CCNC(=O)c3ccco3)cs2)cc1OC,16%,-7%,-3%,9.6%,-9%,
CCOC(=O)CN1C(=O)S/C(=C/c2ccc(OCc3ccc(C(=O)O)cc3)cc2)C1=O,73%,6%,0%,1.0%,-9%,
CCc1ccc2nc(NC(=O)c3ccc4c(=O)[nH]c(CN5CCOCC5)nc4c3)sc2c1,-12%,11%,-3%,nt,nt,
Cc1ccc(CNCc2cccnc2)cc1,-14%,-4%,8%,0.6%,-4%,
C=CCN(CC=C)CCOc1ccccc1F,-18%,0%,-14%,0.0%,-5%,
COc1ccc(CNC(=O)C[C@H]2C[C@H](C(=O)N(C(C)C)C(C)C)[C@@]3(C)c4[nH]c5cc(-c6ccco6)ccc5c4CCN3C2=O)cc1OC,nt,nt,nt,1.8%,9%,
COc1ccc2c(CC(=O)OCC(=O)c3ccc(F)cc3)coc2c1,19%,6%,-10%,1.0%,5%,
Cc1ccc2oc(=O)cc(CN3CCN(C/C=C/c4ccccc4)CC3)c2c1,14%,?,3%,6.1%,14%,
COc1nc(NC2OC(CO)C(O)C(O)C2O)c(N)c(=O)[nH]1 (stereo not drawn),nt,nt,nt,1.3%,-20%,
CCN(CC)C(=O)[C@H]1CC(CC(=O)NCCC2=CCCCC2)C(=O)N2CCc3c([nH]c4ccc(OC)cc34)[C@]12C (stereo partly drawn),nt,nt,nt,0.5%,-4%,
Cc1c(NC(=O)/C(=C/c2cccs2)NC(=O)c2ccccc2)c(=O)n(-c2ccccc2)n1C,-10%,-4%,9%,i,-1%,
COc1ccccc1Oc1ccc(N2CC(C(=O)OCC(=O)c3ccc(F)cc3)CC2=O)cc1 (stereo not drawn),nt,nt,nt,5.1%,-12%,
C[C@@H]1CC[C@]2(C(=O)O)CC[C@]3(C)C(=CCC4[C@]56CC[C@@](O)(OC5)C(C)(C)C6CC[C@]43C)C2[C@H]1C (stereo partly drawn),65%,-6%,-3%,4.0%,0%,

# Structural class: those above with two or more sulfur atoms
SMILES,M. tuberculosis,M. tuberculosis HTS,Salmonella PhoP GFP,VEEV TC-83 Vero,H1N1 NS1A inhibition,others
CC(NC(=O)c1cccs1)C(c1cccs1)N1CCN(Cc2ccccc2)CC1 (stereo not drawn),23%,4%,6%,7.7%,-6%,
CCCN1C(=O)/C(=C/c2ccc(C)s2)NC1=S,44%,-4%,-6%,4.8%,8%,

# More results follow:
SMILES,M. tuberculosis,M. tuberculosis HTS,Salmonella PhoP GFP,VEEV TC-83 Vero,H1N1 NS1A inhibition,others
O=C(CSc1ccccc1)Nc1cccc(NC(=O)c2ccco2)c1,18%,-1%,-6%,i,-6%,
CNC(=O)c1c(NC(=O)c2ccc(S(=O)(=O)N3CC(C)OC(C)C3)cc2)sc2c1CCN(C(C)C)C2 (stereo not drawn),-4%,3%,-4%,6.3%,0%,
Cc1cc2oc3c(c(=O)c2cc1C)C(c1ccc(C(C)C)cc1)N(CCCN1CCOCC1)C3=O (stereo not drawn),2%,0%,-13%,9.0%,4%,
CCN1CCN(Cc2cc(Br)cc(Br)c2O)CC1,0%,-4%,3%,1.4%,0%,
COC(=O)c1cc(NC(=O)c2cc3ccccc3o2)cc(C(=O)OC)c1,-19%,5%,6%,10%,-2%,
CS(=O)(=O)c1ccc(C(=O)OCC(=O)NC23CC4CC(CC(C4)C2)C3)cc1[N+](=O)[O-],-2%,-1%,-11%,?,-9%,
COc1ccc(N2C(=NC(=O)C3CCCCC3)SC3CS(=O)(=O)CC32)cc1Cl (stereo not drawn),3%,2%,10%,1.0%,-1%,
CC(C)CC(NC(=O)c1ccc(C#CC(C)(C)O)s1)C(=O)O (stereo not drawn),-8%,-2%,-1%,i,0%,
COc1ccc(C(OC(=O)c2ccco2)C(=O)NC2CCCC2)cc1OC (stereo not drawn),-1%,-7%,-11%,0.1%,-2%,
Cc1nn(Cc2noc(C(=O)NCc3ccccn3)n2)c(C)c1Br,-8%,4%,1%,i,4%,
COC(=O)C1=C(c2ccc(OC)c(OC)c2)C[C@@H]2CC[C@H]1N2C(=O)NCCc1ccccc1,3%,-6%,nt,0.4%,-1%,
CSc1ccccc1-c1nnc(-c2ccc(Cl)c(Cl)c2)o1,-16%,-5%,5%,2.1%,-5%,

# An excerpt from above in order of formula weight, high to low:
SMILES,M. tuberculosis,M. tuberculosis HTS,Salmonella PhoP GFP,VEEV TC-83 Vero,H1N1 NS1A inhibition,others
CCOc1ccc(CCNC(=O)c2c(C)nn(-c3ccccc3)c2Cl)cc1OCC,16%,-3%,-3%,6.4%,-4%,
O=C(NCC1(O)CCCCC1)C1CCC(=O)N(CCc2ccccc2)C1 (stereo not drawn),-3%,-4%,-3%,1.9%,-9%,
Cc1ccc(S(=O)(=O)Nc2ccc(N3CCOCC3)cc2)cc1,1%,-16%,-14%,1.8%,2%,
